Tn7 DDE FP: disrupts Tn7 cyclic peptide binding to fibrin D-Dimer-E complex; FP displacement of FITC-Tn7 peptide from fibrin DD(E); 0% = median of compound wells per plate; inhibition, % at 8.3 µM; 370,000 tested, 0.13% active; AID 720508;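 active means inhibition above the mean of compounds falling within the control limits plus 3 SD of them, cut at about 14% in these data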;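 further: 0% = plate median of compound wells and 100% = 10 µM Aha-Tn7 peptide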
Target sequence (P02675 whole entry, looked up): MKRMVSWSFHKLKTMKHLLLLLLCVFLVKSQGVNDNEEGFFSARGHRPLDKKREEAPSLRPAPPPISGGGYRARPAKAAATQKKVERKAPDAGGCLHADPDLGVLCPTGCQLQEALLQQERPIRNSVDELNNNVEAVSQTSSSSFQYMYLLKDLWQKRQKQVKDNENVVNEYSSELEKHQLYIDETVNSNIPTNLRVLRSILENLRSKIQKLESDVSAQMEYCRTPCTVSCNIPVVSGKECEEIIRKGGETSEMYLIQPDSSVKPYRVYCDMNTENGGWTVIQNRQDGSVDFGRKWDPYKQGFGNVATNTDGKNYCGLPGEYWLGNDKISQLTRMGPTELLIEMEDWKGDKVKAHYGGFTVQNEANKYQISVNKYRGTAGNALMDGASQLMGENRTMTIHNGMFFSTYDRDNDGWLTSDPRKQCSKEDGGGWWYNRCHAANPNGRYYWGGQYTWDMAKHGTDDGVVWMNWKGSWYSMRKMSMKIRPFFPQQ
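Assay system: human fibrin DD(E) protein / Input: 2 µM fibrin DD(E) / Benchmarks: high control of 10 µM Aha-Tn7 peptide / Measured by: fluorescence polarization of the labelled Tn7 tracer / Medium: Tris buffer with calcium and detergent, pH 7.8 / Timing: 10 min compound pre-incubation, 3 h probe incubation at room temperature / Repeats: one replicate per compound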
ARFGAP1 inh: inhibits rat ARF GTPase activating protein 1 | inhibition, % at 16.5 µM | Q62848 | Arfgap1-stimulated ARF1 GTP hydrolysis, GDP FP detection | 360,000 tested, 0.26% active;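 active means inhibition above a per-plate limit, mean inhibition of low control wells plus 3 SD, cut at about 25% in these data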;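 further: 0% = DMSO wells with enzyme and 100% = wells lacking Arfgap1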
Target sequence (Q62848 1-136 limits assumed): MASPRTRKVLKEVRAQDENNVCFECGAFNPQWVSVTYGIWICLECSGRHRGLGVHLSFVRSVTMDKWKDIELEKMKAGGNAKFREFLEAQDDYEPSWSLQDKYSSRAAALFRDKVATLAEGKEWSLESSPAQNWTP
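Repeats: one replicate per compound; assay system: rat Arfgap1 catalytic domain, aa 1-136; times: enzyme reaction 120 min at 25 °C after 20 min preincubation; detection: FP of antibody-bound GDP Alexa 633 tracer, ex 620/em 688 nm; benchmarks: high control wells lacking Arfgap1, low control full reaction with DMSO; reagent: human ARF1(Δ1-17)-GTP substrate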
HGIII-sPLA2 inh: Blocks human group III sPLA2 activity; 370,000 tested, 0.56% active; AID 743126; QFRET BODIPY PC-A2 liposome hydrolysis, fluorescence; inhibition, % at 12.2 µM; Q9NZ20;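 active means inhibition above mean plus 3 SD of compounds lying within the high and low control bounds, cut at about 19% in these data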;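 further: 0% = median of test compound wells and 100% = no enzyme DMSO wells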
PLCb3 inh: inhibitors of human phospholipase C beta3 | Q01970 | inhibition, % at 12.2 µM | Purified PLC-beta3, fluorogenic substrate, fluorescence | AID 720704 | 370,000 tested, 0.18% active; in the data active means inhibition above about 11%;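 further: 0% = median of compound wells on plate and 100% = full blocker control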
Tn6 DDE FP: disrupts Tn6 cyclic peptide binding to fibrin D-Dimer-E complex; P02675; Fibrin DD(E) TRITC-Tn6 fluorescence polarization displacement; inhibition, % at 8.3 µM; 370,000 tested, 0.21% active; AID 720509;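 active means inhibition above a per-campaign cutoff: mean of compounds within control limits plus 3 SD, cut at about 15% in these data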;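 further: 0% = median of all compound wells on the plate and 100% = blocking peptide control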
ASAP1 GAP inh: ASAP1 ArfGAP inhibition | Q9ULH1 | ASAP1-stimulated ARF1 GTP hydrolysis, GDP FP detection | inhibition, % at 16.5 µM | 360,000 tested, 0.19% active | AID 624377; in the data active means inhibition above about 25%;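 further: 0% = vehicle with enzyme and substrate and 100% = no enzyme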
UHRF1 MBD2 ctr: UHRF1 methyl-DNA binding inhibition; inhibition, % at 4.4 µM; Q96T88; UHRF1 binding to methylated oligo, TR-FRET; AID 687016; 370,000 tested, 0.75% active; in the data active means inhibition above about 21%;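 further: UHRF1 SRA domain binding a hemimethylated CpG hairpin DNA probe; 0% = median of test compound wells and 100% = reference inhibitor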
Rev-erbA mod: modulates human Rev-erb alpha binding to DNA; P20393; Rev-erbα–FITC-DNA binding, fluorescence polarization, 90 min; activity, % at 10 µM; 370,000 tested, 0.79% active; AID 1259318;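 active means activity above about 14%, limit read from the data; passing the limit was not always enough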;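 further: 0% = DMSO wells with 35 nM protein and 100% = DMSO wells with 750 nM protein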
proKLK7 act: activators of human kallikrein-7 zymogen | P49862 | purified proKLK7, EDANS-DABCYL substrate fluorescence; 100% is mature enzyme control, 0% vehicle | activation, % at 7 µM | 370,000 tested, 0.9% active | AID 652039;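 active means activation above the mean of all tested compounds plus 3 SD, computed per campaign excluding outliers beyond control limits, cut at about 13% in these data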
Target sequence (P49862 whole entry, looked up): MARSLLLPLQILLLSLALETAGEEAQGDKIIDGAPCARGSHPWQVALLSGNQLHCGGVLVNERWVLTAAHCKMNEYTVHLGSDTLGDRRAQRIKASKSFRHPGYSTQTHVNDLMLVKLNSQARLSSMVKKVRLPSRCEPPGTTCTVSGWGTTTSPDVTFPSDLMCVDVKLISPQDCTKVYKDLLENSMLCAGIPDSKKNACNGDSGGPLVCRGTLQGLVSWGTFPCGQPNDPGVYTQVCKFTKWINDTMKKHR
PLCg1 inh: inhibitors of human phospholipase C gamma1 | P19174 | inhibition, % at 12.2 µM | 370,000 tested, 0.84% active | AID 720700 | purified PLC-gamma1, fluorogenic substrate, fluorescence; in the data active means inhibition above about 9.5%
Starred values were filed as active, the others as inactive; & = joins results of further samples.

SMILES	Tn7 DDE FP	ARFGAP1 inh	HGIII-sPLA2 inh	PLCb3 inh	Tn6 DDE FP	ASAP1 GAP inh	UHRF1 MBD2 ctr	Rev-erbA mod	proKLK7 act	PLCg1 inh
COc1ccc(N2CCN(C(=O)Cn3c(=O)[nH]c4ccccc4c3=O)CC2)cc1	0.0	-1.6	2.5	-6.0	-5.0	7.3	-2.0	0.2	0.2	-0.4
COc1cccc(NC(=O)CNC(=O)c2ccc([N+](=O)[O-])cc2)c1	-2.6	-0.6	0.8	-8.7	1.9	7.7	-0.1	3.8	1.1	2.3
COc1ncccc1C(=O)N1CCC(n2nccc2NC(=O)CC(C)C)CC1	5.7	-8.5	-1.2	-8.4	1.6	-2.8	-1.0	5.2	0.2	-1.6
COc1ccc(C(=O)N2CC(=O)Nc3ccccc32)cc1S(=O)(=O)N1CCCC1	2.7	-4.2	1.4	-2.1	5.7	3.1	-1.3	-3.4	-0.1	0.2
CCCn1nnc(NC(=O)COc2cc(C)ccc2C(C)C)n1	-1.6	-13.9	-11.3	3.9	-0.5	-6.1	1.6	7.7	-0.2	1.6
Cc1ccc(C(=O)OCC(=O)Nc2ccccc2Cl)c(O)c1	-2.9	-5.9	-6.2	-3.5	-1.9	8.9	-2.0	3.1	0.1	1.9
O=C(CN1CCC(NC(=O)C2CCCCC2)CC1)NCc1ccco1	-0.5	12.3	4.6	1.7	4.0	0.7	1.0	-9.1	-0.5	0.9
CCCn1c(SC(C(=O)Nc2cccc(OC)c2)c2ccccc2)nc2ccccc2c1=O (stereo not drawn)	3.9	1.2	8.7	0.6	5.2	-1.2	0.7	1.0	-0.1	0.1
COc1ccc(S(=O)(=O)N(CC(=O)NCC2CCCO2)Cc2ccccc2)cc1C (stereo not drawn)	-2.4	-0.9	5.7	-6.5	-8.9	-1.6	-0.4	-1.4	0.1	-0.1
COC(=O)CNC(=O)C1Nc2ccccc2C2C=CCC12 (stereo not drawn)	3.3	-12.2	-5.1	-54.6	0.9	6.6	-3.1	0.7	-1.9	-38.1
COC(=O)CCC(NC(=O)c1cc(C)oc1C)C(=O)OC (stereo not drawn)	-3.3	-12.1	-3.2	1.0	3.3	-13.6	-2.0	2.5	-0.8	-1.7
Cc1ccc(NC(=O)COC(=O)CSC(=S)N2CCOCC2)cc1C	1.9	2.3	-3.2	2.2	5.4	-20.6	0.4	-0.4	-0.6	3.2
O=C(CCCN1C(=O)c2ccccc2C1=O)Nc1ccccn1	5.1	12.7	2.3	2.6	-7.3	-9.3	2.0	1.8	0.7	-1.2
COc1ccc(/C=C/c2nc3ccccc3n2C)cc1	-5.5	-9.5	-9.8	-134.7	-5.9	10.6	-2.6	-1.1	0.9	-88.3
CC(C)c1nnc(NC(=O)C2CCCN(C(=O)Nc3ccc(F)cc3)C2)s1 (stereo not drawn)	1.9	9.1	-1.7	-1.7	-5.0	-2.8	1.9	-4.6	0.1	7.1

Random excerpt: 6 compounds from above, in no set order.
SMILES	Tn7 DDE FP	ARFGAP1 inh	HGIII-sPLA2 inh	PLCb3 inh	Tn6 DDE FP	ASAP1 GAP inh	UHRF1 MBD2 ctr	Rev-erbA mod	proKLK7 act	PLCg1 inh
COc1ccc(C(=O)N2CC(=O)Nc3ccccc32)cc1S(=O)(=O)N1CCCC1	2.7	-4.2	1.4	-2.1	5.7	3.1	-1.3	-3.4	-0.1	0.2
CC(C)c1nnc(NC(=O)C2CCCN(C(=O)Nc3ccc(F)cc3)C2)s1 (stereo not drawn)	1.9	9.1	-1.7	-1.7	-5.0	-2.8	1.9	-4.6	0.1	7.1
COC(=O)CCC(NC(=O)c1cc(C)oc1C)C(=O)OC (stereo not drawn)	-3.3	-12.1	-3.2	1.0	3.3	-13.6	-2.0	2.5	-0.8	-1.7
Cc1ccc(C(=O)OCC(=O)Nc2ccccc2Cl)c(O)c1	-2.9	-5.9	-6.2	-3.5	-1.9	8.9	-2.0	3.1	0.1	1.9
COc1ccc(N2CCN(C(=O)Cn3c(=O)[nH]c4ccccc4c3=O)CC2)cc1	0.0	-1.6	2.5	-6.0	-5.0	7.3	-2.0	0.2	0.2	-0.4
COc1ccc(/C=C/c2nc3ccccc3n2C)cc1	-5.5	-9.5	-9.8	-134.7	-5.9	10.6	-2.6	-1.1	0.9	-88.3

Additional compounds follow:
SMILES	Tn7 DDE FP	ARFGAP1 inh	HGIII-sPLA2 inh	PLCb3 inh	Tn6 DDE FP	ASAP1 GAP inh	UHRF1 MBD2 ctr	Rev-erbA mod	proKLK7 act	PLCg1 inh
Cc1sc(NC(=O)c2sc3nc4c(C)cccc4cc3c2N)c(C#N)c1C	-1.4	7.1	-16.0	-158.7	-4.1	4.6	-3.3	-4.8	-0.8	-108.8
O=C(CN1CCCCC1)Nc1nc(-c2ccc(Cl)cc2)cs1	-4.9	6.9	1.5	0.5	-1.5	2.0	-4.5	-0.2	0.6	4.2
COC(=O)N/N=C\c1ccc(OC(=O)c2ccco2)cc1	0.0	-1.9	7.1	0.9	5.5	-3.6	2.7	5.3	-0.9	-0.4
CCOCC(=O)Nc1ccc(S(=O)(=O)N2CCOCC2)cc1	1.6	-0.8	-4.3	1.1	-2.9	0.7	1.8	-6.5	0.4	0.2
CCOc1ccc(N=Nc2c(C)noc2C)cc1	-3.4	5.7	2.7	-5.2	-2.1	-1.2	26.2*	-2.3	-0.1	0.9
COc1cc(CCCN2C(=O)C(=O)NC[C@H]2Cc2cccc3ccccc23)cc(OC)c1OC	0.0	-7.3	-5.8	-1.6	-3.1	-1.5	0.5	5.3	-0.3	1.9
O=C(c1ccccc1)c1ccc2nc(N3CCCCC3)c3nncn3c2c1	-3.1	7.3	0.3	-42.2	-12.4	6.2	-2.2	1.2	0.4	-32.4
CCOc1ccc(NC(=O)COc2nsnc2N2CCCCC2)cc1	-8.9	0.2	0.1	-0.1	-2.9	-0.2	-2.3	3.3	-0.1	2.0
CCN(Cc1ccccc1OC)CC1CCCN(CCc2cccc(OC)c2)C1 (stereo not drawn)	8.2	0.7	9.3	-3.1	4.0	-3.4	4.4	-3.2	0.1	-0.1
NC(=O)c1ncn2c(=O)n(CCCl)nnc12	-5.0	-9.8	18.2	-1.0	0.6	-1.7	-0.2	4.0	0.1	0.5
CC1=C(C(=O)OCC2CCCO2)C(c2coc3ccc(C)cc3c2=O)C2=C(CCCC2=O)N1 (stereo not drawn)	3.9	-5.3	5.9	-19.5	0.6	3.2	-2.0	5.6	-0.5	-11.6
COc1cc(-c2nn3c(-c4cccnc4)nnc3s2)cc(OC)c1OC	5.1	4.4	8.8	-7.5	1.4	-2.6	1.2	0.7	-0.2	-4.3
Cc1ccc(NC(=O)COc2ccccc2C(N)=O)cc1S(=O)(=O)N1CCCCCC1	0.0	-1.0	-18.4	-9.0	-4.1	-7.2	1.3	-4.5	0.5	5.0
CCCN1CCN(C(=O)c2ccccc2-c2nc3ccccc3s2)CC1	1.4	-5.8	5.2	-11.0	-2.3	-2.7	-0.8	5.1	-1.0	-3.5
Cc1cccc(N2CCN(S(=O)(=O)c3ccc4c(c3)CCC(=O)N4)CC2C)c1 (stereo not drawn)	4.1	-13.8	5.2	-5.3	2.0	-0.7	-4.6	-1.6	0.0	-4.2
C[C@H](O)[C@@H]1CN2CCc3ccc(-c4ccc5c(c4)OCO5)cc3[C@@H]2C[C@@H]1N(C)C(=O)C1CCCCC1	-3.5	-7.5	-6.8	-17.1	-8.1	-5.0	-1.2	-3.1	0.8	-11.6
C/[N+]([O-])=C\C1C(=O)CCCC1=O	-5.8	-3.4	2.1	-0.7	0.7	-0.9	-2.3	3.2	0.1	2.2
Cc1ccc2nc(C)c3c(c2c1)OC(C(C)(Cl)Br)C3 (stereo not drawn)	-2.4	1.7	4.8	-11.7	6.3	-7.2	-1.9	1.0	0.2	-0.9
Cn1c(=O)c2c(ncn2CC(=O)NC2CCCCC2)n(C)c1=O	-1.4	-7.3	-3.3	-4.1	-6.2	4.6	-0.3	-4.6	0.3	-0.7
Cc1ccc(C(=O)CSc2nnc(-c3ccco3)n2C)cc1	9.3	6.8	-18.4	2.3	-1.8	-9.5	-1.8	0.2	0.8	-1.2
O=C(COC(=O)c1ccc(Cl)c(S(=O)(=O)N2CCCC2)c1)NC1CCCC1	0.0	3.3	-0.2	2.3	-2.1	0.5	-1.9	-2.5	-0.1	0.1
COc1ccc(NC(=O)C2CCC(CNc3c(N4CCCCC4)c(=O)c3=O)CC2)cc1OC (stereo not drawn)	-1.2&2.9	-8.2&5.9	7.2&5.1	4.6&1.3	6.1&5.6	3.2&-2.2	-0.5&1.8	2.7&2.6	-0.3&0.3	1.1&1.4
C=C1C[C@H](O)[C@@H]2[C@H](OC(=O)[C@H]2C)[C@H]2[C@H](C)[C@@H](O)C[C@@H]12	7.1	6.6	0.5	3.1	2.5	12.0	-0.6	-5.1	0.1	1.5
COc1ccc(-c2ncc(CN3CCN(CCC(C)C)C(CCO)C3)cn2)cc1 (stereo not drawn)	4.2	-8.1	-8.9	-8.1	1.6	-8.7	-1.5	-5.9	0.1	-5.3
Cn1c(NC(=O)CCc2ccccc2)cc(=O)n(C)c1=O	5.9	2.1	15.6	-5.4	0.6	9.3	6.8	-8.3	0.2	1.1
Cc1cc(/C=N/NC(=O)c2ccccc2F)c(C)n1-c1ccccc1	2.1	1.5	4.8	-14.1	-5.2	1.6	0.9	-4.8	-0.1	-16.4
CC1(C)NC(=O)N(CCCCOc2ccc3c(c2)CCC3)C1=O	-1.5	7.8	0.5	-1.8	-0.1	7.9	-0.4	-3.1	-0.5	3.6
CCOc1ccc(N(C)S(=O)(=O)c2cc(-c3cc(C)no3)ccc2CC)cc1	4.1	3.6	-11.2	-8.4	1.5	3.1	-0.8	5.0	0.0	-2.8
CCOc1ccc(NC(=O)CCN2CCN(C)CC2)cc1	2.3	-3.7	1.2	-2.3	3.9	1.1	-1.0	-6.2	0.0	-0.1

Compound activity from PubChem.

Outcome played no part in choosing rows (roughly 4.5% active in at least one column).
